# EBI2 antag = EBI2 (human) antagonism; inhibition, % at 5 µM; 0.81% of 360,000 active; EBI2 beta-arrestin recruitment, luminescence, 7a,25-OHC stimulated; in the data active = inhibition above about 38%;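 also: enzyme fragment complementation signal reports receptor beta-arrestin coupling in cells; 0% = agonist plus DMSO wells and 100% = wells without agonist; some results beyond the cut were filed as inactive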
# XBP1 UPR activ = activators of adaptive arm of unfolded protein response (XBP1); activation, % at 20 µM; 0.33% of 330,000 active; CHO-XBP1 luciferase reporter, IRE1-XBP1 UPR activation, luminescence; percent of tunicamycin response, DMSO as zero;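 active = versus positive control, 20 µM dose yields 30% or more activation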;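 also: 100% = tunicamycin at 10 µg/mL and 0% = DMSO only wells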
#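 Material: IRE1-XBP1 luciferase reporter CHO line / Quantity: one thousand reporter cells per well / Buffer or medium: F12 with 10% serum / Compound: 20 µM single concentration, DMSO 1% / Times: 6 h treatment, 37 °C / Detection: Steady-Glo luciferase glow luminescence, 10 min after reagent addition / Benchmarks: tunicamycin high, DMSO low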
# APJ antagonist = APJ receptor antagonism. inhibition, % at 20 µM. 0.32% of 330,000 active. P35414. CHO-K1 APJ beta-arrestin complementation, luminescence;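 active = inhibition above about 40% at 20 µM, limit read from the data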;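 also: cells challenged with 10 nM apelin-13 agonist together with compound; plate controls were apelin-13 plus DMSO wells for no effect and DMSO wells lacking apelin-13 for full effect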
# Target sequence (P35414 whole entry, looked up): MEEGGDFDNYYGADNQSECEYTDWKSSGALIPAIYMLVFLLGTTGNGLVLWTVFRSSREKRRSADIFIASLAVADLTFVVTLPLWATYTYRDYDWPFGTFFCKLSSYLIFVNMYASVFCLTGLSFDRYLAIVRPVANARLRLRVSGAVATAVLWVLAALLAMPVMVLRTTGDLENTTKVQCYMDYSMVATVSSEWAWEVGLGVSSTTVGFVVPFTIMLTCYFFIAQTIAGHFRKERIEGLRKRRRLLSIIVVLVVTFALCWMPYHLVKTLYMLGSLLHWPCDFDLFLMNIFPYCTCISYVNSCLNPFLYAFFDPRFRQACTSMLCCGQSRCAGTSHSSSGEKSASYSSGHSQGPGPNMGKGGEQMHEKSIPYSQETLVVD
# CHOP UPR activ = apoptotic UPR (CHOP) activation; activation, % at 10 µM; CHO-CHOP luciferase reporter, luminescence; percent of tunicamycin response over DMSO baseline; 0.34% of 330,000 active;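 active = at 10 µM dose, activation of 40% or more, normalized to positive control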;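 also: 100% = tunicamycin at 10 µg/mL and 0% = DMSO alone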
#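 measured by = luciferase luminescence | assay system = CHO-CHOP cells, stable luciferase reporter of PERK-eIF2a-CHOP signalling | amount = 500 reporter cells seeded per well | timing = 6 h compound exposure at 37 °C after overnight seeding | controls = positive tunicamycin 10 µg/mL, negative DMSO alone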
# tim23-1 inh = tim23-1 yeast growth inhibition; S. cerevisiae tim23-1 growth, BacTiter-Glo luminescence, 24 h; inhibition, % at 20 µM; 1.3% of 330,000 active;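 active = growth inhibition of the mutant yeast at or above 50%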;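 also: temperature-sensitive mutant grown at 25 °C; plate controls were DMSO-treated mutant yeast for no effect and medium wells lacking yeast for full effect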
# CCR6 antagonist = CCR6 (human) receptor antagonism; inhibition, % at 20 µM; P51684; AID 493098; 0.49% of 340,000 active; CHO-K1 CCR6 PathHunter beta-arrestin, luminescence, CCL20-stimulated;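 active = compounds whose inhibition of the agonist-driven luminescence signal at 20 µM reaches about 50%, limit read from the data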;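 also: cells stimulated with CCL20 at 14 nM final; plate controls were DMSO with CCL20 for no effect and DMSO without agonist for full effect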
# Target sequence (P51684 whole entry, looked up): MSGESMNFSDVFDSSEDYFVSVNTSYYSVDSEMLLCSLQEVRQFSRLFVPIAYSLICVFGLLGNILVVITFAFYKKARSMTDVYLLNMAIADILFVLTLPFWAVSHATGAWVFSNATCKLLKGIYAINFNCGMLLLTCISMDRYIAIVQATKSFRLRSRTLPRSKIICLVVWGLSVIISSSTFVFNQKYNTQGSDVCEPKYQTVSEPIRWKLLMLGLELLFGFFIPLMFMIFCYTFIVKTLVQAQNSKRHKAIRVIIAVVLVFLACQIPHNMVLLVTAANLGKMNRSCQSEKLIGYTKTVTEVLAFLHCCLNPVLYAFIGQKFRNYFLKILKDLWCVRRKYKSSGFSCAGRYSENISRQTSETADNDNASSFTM
# Mdm2 MdmX PPI = human Mdm2/MdmX binding inhibition. 3% of 330,000 active. SaOS-2 split-luciferase Mdm2/MdmX complementation, luminescence. inhibition, % at 8 µM. O15151+Q00987;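 active = inhibition of at least 50% at 8 µM in the primary screen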
# CXCR6 block = blocks human CXCR6 beta-arrestin recruitment; O00574; CHO-K1 PathHunter CXCR6 beta-arrestin, luminescence; inhibition, % at 20 µM; 0.36% of 360,000 active; in the data active = inhibition above about 34%, passing the limit was not always enough;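 also: antagonist mode with CXCL16 agonist at 10 nM final; 0% = 10 nM CXCL16 with DMSO and 100% = unstimulated wells without agonist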
# APJ agonist = APJ receptor agonism; AID 2520; 0.11% of 330,000 active; activation, % at 20 µM; CHO-K1 APJ PathHunter beta-arrestin, luminescence; 0% DMSO wells, 100% apelin;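 active = activation more than six SD over the plate average, tested at 20 µM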;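 also: 0% = DMSO alone and 100% = apelin-13 at 10 nM; some results filed as inactive read as strong as hits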
#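 Material: CHO-K1 APJ beta-arrestin complementation cell line; Input: cell density 1000 per well; Incubation: compound stimulation 90 min at 25 °C, detection 60 min; Signal: luminescence from split beta-galactosidase complementation, Galacton Star/Emerald II substrate; Controls: DMSO-only wells as negative, 10 nM Apelin-13 as positive control.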
# * hit, by the source's call; nt = no result given. A portion of the library; rates above refer to the full screens.
SMILES,EBI2 antag,XBP1 UPR activ,APJ antagonist,CHOP UPR activ,tim23-1 inh,CCR6 antagonist,Mdm2 MdmX PPI,CXCR6 block,APJ agonist
CCC(C)NC(=O)CCc1nnc2ccc(N3CCC(C)CC3)nn12 (configuration not stated),-7,-1,-18,2.1,6,4,-4,3,0
O=C(OCc1ccccc1F)c1cc2ccccc2cc1O,-12,-5,4,0.3,9,12,11,1,0
O=C(CO/N=C/c1ccccc1O)N1CCc2ccccc21,1,0,-4,3.3,6,14,-1,0,-3
O=C(O)Cc1coc2ccc3ccccc3c12,-6,0,16,0.7,41,2,11,-2,0
CC1CC(C)CN(C(=O)COC(=O)c2ccc3ccccc3n2)C1 (configuration not stated),-5,0,-17,0.4,24,6,-29,3,6
COc1ccc2c(c1)nc(N)n2Cc1ccccc1,-3,-1,11,0.1,15,-3,7,-7,3
NC(=O)CC(NC(=O)c1ccc(Br)cc1)c1ccc(NC2CCCCCCC2)c([N+](=O)[O-])c1 (configuration not stated),4,2,24,0.6,22,21,8,16,9
COc1ccccc1NC(=O)Cc1noc(CSc2n[nH]c(N)n2)n1,-2,-2,3,-1.2,11,-8,14,-14,-3
Cc1ccc(C)c(C(=O)CCC(=O)OCn2nnc3ccccc3c2=O)c1,-7,0,15,0.0,19,16,4,4,-4
Cc1ccc(S(=O)(=O)N(CC(=O)Nc2ccccc2-c2ccccc2)c2ccc(C)cc2C)cc1,12,-4,-1,-1.5,17,3,8,7,-2
CCOc1ccc(S(=O)(=O)N2CCCC(C(=O)NCCN3CCOCC3)C2)cc1Cl (configuration not stated),11,-3,-14,0.7,13,9,-16,-8,-3
Cn1cccc1/C=N/NC(=O)CNc1cccc2ccccc12,19,-2,-1,0.9,12,5,10,-9,5
COc1ccc(OC)c(C2/C(=C(/O)c3ccc(C)cc3)C(=O)C(=O)N2Cc2ccco2)c1 (configuration not stated),5,0,7,0.8,13,14,-6,-11,-1
CC(=O)c1ccc(S(=O)(=O)Nc2ccc(-n3c(C)nc4ccccc4c3=O)cc2)cc1,2,-3,-73,-0.2,10,21,6,-1,7
COC(=O)c1cc2occc2n1CC(=O)Nc1ccc(OC)c(OC)c1,-1,1,1,-1.0,5,0,-2,-5,2
O=C(CCN1C(=O)c2cccc3cccc(c23)C1=O)NCc1ccco1,-6,3,15,-2.3,-5,5,1,2,-1
CCN(CC)CCOC(=O)c1ccc(NC(=O)CCCN2C(=O)S/C(=C/c3ccc(OC)cc3)C2=S)cc1,11,-10,25,-5.0,20,24,48,12,-2
COCc1c(C(=O)N2CCN(S(=O)(=O)c3ccccc3Cl)CC2)oc2ccccc12,4,-5,-2,-0.2,40,9,2,-4,-6
Cc1ccnc(SCCn2c(N3CCCCC3)nc3c2c(=O)n(C)c(=O)n3C)n1,5,1,4,-3.3,24,-4,-14,1,-5
COc1ccc2oc(=N)c(C(=O)Nc3ccccc3)cc2c1,14,3,-12,7.8,48,37,-73,7,-5
CC(=O)c1cc2c(cc1NC(=O)CCn1cccc1)OCO2,5,-1,-25,-1.9,18,10,-16,-3,-3
CC1(C)NC(=O)N(CC(=O)Nc2cc(S(=O)(=O)N3CCOCC3)ccc2N2CCOCC2)C1=O,nt,-4,-1,-1.0,3,nt,6,nt,-2
CCc1noc(C)c1C(=O)Nc1nc(-c2ccc(OC)c(OC)c2)cs1,6,-2,-49,1.6,23,-16,35,-9,20
CC(C)[C@H](NC(=O)[C@@H]1CSCN1C(=O)OC(C)(C)C)C(=O)NCC1CCC(C(=O)O)CC1 (some centres not stated),-4,1,3,0.5,-1,0,2,-1,-2
CC(=O)c1cccc(NC(=O)c2onc(C)c2Cl)c1,-4,-1,-45,0.4,8,4,2,3,-3
SMILES,EBI2 antag,XBP1 UPR activ,APJ antagonist,CHOP UPR activ,tim23-1 inh,CCR6 antagonist,Mdm2 MdmX PPI,CXCR6 block,APJ agonist
COc1ccc(Nc2nc(-c3ccccc3)cs2)cc1,22,-2,-13,0.2,23,-33,-209,-2,-1
COCc1cc(C)nc(OCC(=O)N/N=C/c2ccc(C)o2)c1C#N,-3,-2,7,-1.2,-9,9,16,0,-1
COc1ccc(/C=N/N2CCOCC2)cc1OCc1ccccc1,8,0,-11,-1.2,6,11,5,-1,-3
COc1ccc(C(=O)CC2(C(=O)O)CCCCC2)cc1,-1,1,2,-1.0,9,-8,-2,1,2
O=C(Nc1ccc(C(F)(F)F)cc1)C1CCCN1S(=O)(=O)c1cccc2cccnc12 (configuration not stated),14,-1,-13,1.2,47,4,-5,-3,1
CC(=O)NCC1COc2ccccc2O1 (configuration not stated),2,0,10,-1.7,6,-6,23,10,-6
C/C(CC(=O)NC1CCCCC1)=N\NC(=O)c1ccc(Br)cc1,-10,-1,2,0.9,21,12,-17,-8,1
C/C(=N\NC(=O)CNC(=O)c1ccccc1Br)c1ccco1,4,-5,0,1.1,11,4,-1,-2,-1
O=C(CN1CCCc2ccccc21)NCc1ccccc1Cl,4,-3,-18,0.4,4,7,22,5,-4
Cc1ccc(S(=O)(=O)N2CCC(C(=O)Nc3ccc(N4CCOCC4)cc3)CC2)cc1C,-5,-1,32,1.5,-9,23,6,9,-9
O=C(CN1C(=O)c2ccccc2C1=O)Nc1cccc(S(=O)(=O)Nc2ccccc2Cl)c1,-10,1,10,-3.6,8,9,14,-4,-2
COc1ccc(OC)c(-c2nn(-c3ccccc3)cc2C(=O)NCC(c2cccs2)N2CCOCC2)c1 (configuration not stated),-1,-3,9,2.5,22,12,15,9,-4
Cc1ccc(-n2nc(CN3CCOCC3)c(-c3ccccc3)c2N)c(C)c1,-14,1,-12,-0.5,15,1,-5,3,-2
CCOC(=O)N1CCN(C(=O)C(C)(C)Oc2ccc(Cl)cc2)CC1,2,3,15,0.0,14,14,2,4,-2
CCN(CC)CCSc1nnc(Nc2ccccc2)n1-c1ccccc1,10,-2,51*,-0.8,9,-5,2,6,-2
CCN(CC)C(=O)[C@H]1CC(CC(=O)NCCN2CCOCC2)C(=O)N2CCc3c([nH]c4ccc(OC)cc34)[C@]12C (some centres not stated),-8,2,nt,3.1,24,4,26,-2,nt
Cc1ccnc(NC(=O)CNC(=O)c2ccc3ccccc3c2)c1,-16,3,10,2.2,11,7,12,4,-2
O=C(O)c1cc(NN=C2CCN(Cc3ccccc3)CC2)ccc1Cl,1,2,-4,3.5,19,7,-3,-8,-3
CS(=O)(=O)N1CCN(c2ccc(NC(=O)COc3ccccc3)cc2)CC1,-7,0,-14,0.9,11,-6,-10,-6,-2
Cn1cc(C(=O)c2ccc(Cl)cc2Cl)cc1C(=O)N/N=C(\N)COc1cccc(C(F)(F)F)c1,2,-2,-20,-2.3,19,-13,24,-5,0
O=S(=O)(N1CCCCC1)N1CCNCC1,-14,-5,-4,-1.5,7,-2,4,-1,2
CC(=O)C[C@@H](O)CC(=O)[C@@H]1OC(=O)CCCCCCCCc2ccccc21,-4,1,-2,-1.9,28,-2,-14,-4,-2
CCCC(=O)NC(c1ccc(Cl)cc1)c1ccc2cccnc2c1O (configuration not stated),7,1,10,0.3,60*,35,78*,13,-3
CC1C(=O)Nc2ccccc2N1C(=O)c1ccc(F)cc1 (configuration not stated),-1,2,10,0.8,8,7,14,-6,-3
COc1cc(OC)cc(C(=O)O/N=C(\N)c2ccccn2)c1,-6,0,-41,1.4,23,-11,54*,-26,7

# Reformatted with two lines to a compound: entries from further up.
# Under each structure – EBI2 antag, XBP1 UPR activ, APJ antagonist, CHOP UPR activ, tim23-1 inh, CCR6 antagonist, Mdm2 MdmX PPI, CXCR6 block, APJ agonist
- O=C(CN1C(=O)c2ccccc2C1=O)Nc1cccc(S(=O)(=O)Nc2ccccc2Cl)c1
→ -10, 1, 10, -3.6, 8, 9, 14, -4, -2
- COc1ccc(OC)c(-c2nn(-c3ccccc3)cc2C(=O)NCC(c2cccs2)N2CCOCC2)c1 (configuration not stated)
→ -1, -3, 9, 2.5, 22, 12, 15, 9, -4

# (listing goes on)
SMILES,EBI2 antag,XBP1 UPR activ,APJ antagonist,CHOP UPR activ,tim23-1 inh,CCR6 antagonist,Mdm2 MdmX PPI,CXCR6 block,APJ agonist
CCCCOCC(O)Cn1c(C)nc2ccccc21 (configuration not stated),-5,0,11,0.3,11,0,20,-3,-2
COc1cc(OC)c2c(-c3cccc(-c4ccc(N(C)C)cc4)c3)cc(=O)oc2c1,33,5,nt,0.3,19,15,67*,1,nt
O=C(NC1CCCC1)C(c1ccccc1)N(Cc1ccccc1)C(=O)c1csnn1 (configuration not stated),-5,0,19,3.5,17,10,-5,10,-3
Cc1nc2c(-c3ccccc3)c(C)nn2c(C)c1CCC(=O)O,-3,-2,-45,1.7,0,7,-5,2,-2
COc1cc(-c2nnc(Sc3ccc(C(F)(F)F)cc3[N+](=O)[O-])o2)cc(OC)c1OC,-3,2,-28,0.4,13,-16,32,-22,3
Fc1ccccc1Cc1noc(CN2CCN(Cc3ccc4c(c3)OCO4)CC2)n1,-1,-4,-8,0.4,2,12,26,4,-4
CCOc1ccc(NC(=O)CSc2nccn(-c3ccc4c(c3)OCCO4)c2=O)cc1,2,-2,3,1.3,16,4,3,7,1

# Structural class: the entries above with a Cl atom
SMILES,EBI2 antag,XBP1 UPR activ,APJ antagonist,CHOP UPR activ,tim23-1 inh,CCR6 antagonist,Mdm2 MdmX PPI,CXCR6 block,APJ agonist
CCOc1ccc(S(=O)(=O)N2CCCC(C(=O)NCCN3CCOCC3)C2)cc1Cl (configuration not stated),11,-3,-14,0.7,13,9,-16,-8,-3
COCc1c(C(=O)N2CCN(S(=O)(=O)c3ccccc3Cl)CC2)oc2ccccc12,4,-5,-2,-0.2,40,9,2,-4,-6
CC(=O)c1cccc(NC(=O)c2onc(C)c2Cl)c1,-4,-1,-45,0.4,8,4,2,3,-3
O=C(CN1CCCc2ccccc21)NCc1ccccc1Cl,4,-3,-18,0.4,4,7,22,5,-4
O=C(CN1C(=O)c2ccccc2C1=O)Nc1cccc(S(=O)(=O)Nc2ccccc2Cl)c1,-10,1,10,-3.6,8,9,14,-4,-2
CCOC(=O)N1CCN(C(=O)C(C)(C)Oc2ccc(Cl)cc2)CC1,2,3,15,0.0,14,14,2,4,-2
O=C(O)c1cc(NN=C2CCN(Cc3ccccc3)CC2)ccc1Cl,1,2,-4,3.5,19,7,-3,-8,-3
Cn1cc(C(=O)c2ccc(Cl)cc2Cl)cc1C(=O)N/N=C(\N)COc1cccc(C(F)(F)F)c1,2,-2,-20,-2.3,19,-13,24,-5,0
CCCC(=O)NC(c1ccc(Cl)cc1)c1ccc2cccnc2c1O (configuration not stated),7,1,10,0.3,60*,35,78*,13,-3
